Rtt109 HAT inh – inhibitors of C. albicans Rtt109/Vps75 HAT, primary screen, biochemical, ThioGlo CoA-SH fluorescence, plate reader; Histone acetyltransferase RTT109 (Candida albicans (strain SC5314 / ATCC MYA-2876)), …; purified Rtt109/Vps75, 4 h; hit rate 0.16% among 330,000; inhibition, % at 34.9 µM;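 active = inhibition of at least 50% in every replicate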
CAL PDZ FP-1 – CAL PDZ peptide-binding inhibitors, primary screen, biochemical, fluorescence polarization, Cer-tagged CAL PDZ, HTS; Golgi-associated PDZ and coiled-coil motif-containing protein (Homo sapiens), Q9HD26; purified CAL PDZ, TMR-peptide fluorescence polarization, 1 h; inhibition, % at 20 µM; hit rate 0.02% among 330,000; AID 504414, 2011;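 active = highest replicate inhibition of at least 40%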;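 also: plate controls were DMSO neutral control wells for no effect and unlabeled competitor peptide control wells for full effect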
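material = purified tagged CAL PDZ domain construct (CerCALP) | buffer or medium = sodium phosphate/NaCl buffer pH 7.4 with TCEP, IgG, Thesit | reagent = TMR-labelled reporter peptide T*-PRC34 bound in PDZ groove | incubation = 1 h room-temperature incubation prior to read | measured by = fluorescence polarization (mP) | evaluation = percent inhibition from loss of millipolarization | control set = unlabelled peptide and DMSO controls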
cardiac RTF act – cardiac RTF calcium sensitivity activators, primary screen, biochemical, IANBD-TnC fluorescence, EC20 calcium. Troponin I, cardiac muscle (Homo sapiens) + Troponin T, cardiac muscle (Homo sapiens) + …. IANBD-labeled TnC RTF fluorescence at EC20 calcium; 0% EC20 calcium, 100% full calcium. activation, % at 7.2 µM. hit rate 0.24% among 340,000. AID 493008, 2010;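 active = activation above the mean over all tested compounds plus 3 SD, cut at about 30% in these data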;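 also: rise in fluorescence read as greater calcium sensitivity of cardiac thin filaments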
Cardiac RTF inh – cardiac RTF calcium sensitivity inhibitors, primary screen, biochemical, IANBD-TnC fluorescence, EC70 calcium. Troponin I, cardiac muscle (Homo sapiens) + Troponin T, cardiac muscle (Homo sapiens) + …. IANBD-labeled cardiac RTF, Ca2+ fluorescence. inhibition, % at 7.15 µM. AID 493244, 2011. hit rate 0.12% among 340,000;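 active = inhibition above the mean inhibition of all tested compounds plus 3 SD, cut at about 17% in these data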;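 also: assay run at fixed EC70 calcium of 1.6 mM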
SR-BI uptake up – activators of SR-BI mediated DiI-HDL uptake, primary screen, ldlA[mSR-BI] CHO cells, DiI fluorescence; 3 h; 100 = double the neutral-control signal; activation, % at 12.5 µM; hit rate 0.096% among 320,000;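 active = mean replicate activation of at least 60% and every replicate at or above 60%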;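 also: 0% = median plate neutral-control signal and 100% = twice that signal; values of inactives mirror those of a sister screen read the other way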
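Test system: SR-BI-overexpressing, LDLR-lacking CHO cells; Medium: Ham's F12 with 0.5% BSA, HEPES 25 mM, pH 7.4; Schedule: 3 h, 37 °C; Technique: bottom-read fluorescence, 550/595 nm.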
Keap1 Nrf2 FP – Keap1-Nrf2 protein-protein interaction inhibitors, primary screen, biochemical, fluorescence polarization, single point | inhibition, % at 9.4 µM | Keap1 Kelch-Nrf2 peptide fluorescence polarization, 1536-well | AID 504523, 2011 | Kelch-like ECH-associated protein 1 (Homo sapiens), Q14145 | hit rate 0.15% among 340,000; in the data active = inhibition above about 12%;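 also: human Keap1 Kelch domain with fluorescein labeled Nrf2 9mer peptide probe; 0% = neutral control wells and 100% = peptide positive control; higher means more block of Keap1 binding to Nrf2 peptide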
Target sequence (Q14145 whole entry, looked up, the tested form may be a part): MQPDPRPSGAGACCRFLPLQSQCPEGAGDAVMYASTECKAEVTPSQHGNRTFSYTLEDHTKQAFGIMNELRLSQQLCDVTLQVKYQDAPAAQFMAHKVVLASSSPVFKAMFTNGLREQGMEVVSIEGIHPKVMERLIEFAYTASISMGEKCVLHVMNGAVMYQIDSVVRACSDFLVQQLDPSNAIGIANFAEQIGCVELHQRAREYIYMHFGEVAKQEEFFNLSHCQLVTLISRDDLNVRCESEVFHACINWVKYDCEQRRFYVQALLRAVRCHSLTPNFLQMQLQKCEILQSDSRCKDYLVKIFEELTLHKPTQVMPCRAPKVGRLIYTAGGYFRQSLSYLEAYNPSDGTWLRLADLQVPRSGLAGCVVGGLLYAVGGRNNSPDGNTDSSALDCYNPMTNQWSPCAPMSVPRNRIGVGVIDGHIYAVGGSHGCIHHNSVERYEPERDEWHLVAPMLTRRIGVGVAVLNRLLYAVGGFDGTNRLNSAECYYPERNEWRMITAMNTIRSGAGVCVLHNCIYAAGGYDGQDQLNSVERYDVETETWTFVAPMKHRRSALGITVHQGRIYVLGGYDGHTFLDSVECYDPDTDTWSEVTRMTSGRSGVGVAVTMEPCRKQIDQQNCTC
DAGLB inhibitor – DAGLB lipase inhibitors, primary screen, biochemical, fluorescence, HTS. Diacylglycerol lipase-beta (Homo sapiens), Q8NCG7. HEK293T DAGLB membrane lysate, EnzChek fluorogenic substrate. inhibition, % at 5.17 µM. hit rate 0.059% among 340,000; in the data active = inhibition above about 34%;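 also: 0% = enzyme with vehicle and 100% = wells lacking enzyme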
CAL PDZ FP-2 – untagged CAL PDZ binding inhibitors, primary screen, biochemical, fluorescence polarization, HTS; Golgi-associated PDZ and coiled-coil motif-containing protein (Homo sapiens), Q9HD26; purified CAL PDZ, TMR-peptide fluorescence polarization, 1 h; inhibition, % at 24.9 µM; hit rate 0.92% among 300,000; AID 602252, 2012;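 active = mean inhibition of at least 30% with at least half of replicates also reaching 30%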;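 also: 0% = DMSO neutral control and 100% = excess unlabeled competitor peptide PRC23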
PKA-R2B activ – activators of PKA-R2B holoenzyme, primary screen, biochemical, fluorescence polarization, Cy5-IP20, human. cAMP-dependent protein kinase catalytic subunit beta (Homo sapiens) + cAMP-dependent …. PKA-R2B holoenzyme dissociation; R2B truncated from residue 108, S112A mutant; 0% DMSO only, 100% 113 µM cGMP. AID 504700, 2011. hit rate 0.079% among 340,000. activation, % at 11.4 µM;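 active = activation above a cutoff set at the mean over all compounds plus 3 SD, cut at about 18% in these data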;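 also: higher means more holoenzyme dissociation and a rise in polarization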
Target sequence (P31323 whole entry, looked up, other chains not shown, the tested form may be a part): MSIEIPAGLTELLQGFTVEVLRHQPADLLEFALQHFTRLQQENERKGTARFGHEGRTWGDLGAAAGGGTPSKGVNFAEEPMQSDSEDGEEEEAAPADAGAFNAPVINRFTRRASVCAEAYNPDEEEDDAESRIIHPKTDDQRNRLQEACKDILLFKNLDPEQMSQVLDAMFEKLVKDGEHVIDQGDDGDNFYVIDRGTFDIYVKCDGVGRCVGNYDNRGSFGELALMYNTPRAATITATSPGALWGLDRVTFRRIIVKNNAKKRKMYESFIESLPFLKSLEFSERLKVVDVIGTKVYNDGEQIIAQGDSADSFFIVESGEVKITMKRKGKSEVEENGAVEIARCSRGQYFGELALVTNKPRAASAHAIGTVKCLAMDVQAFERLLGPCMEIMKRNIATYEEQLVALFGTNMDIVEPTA
C-LANA FP – inhibitors of KSHV C-LANA binding to DNA, primary screen, biochemical, fluorescence polarization, FAM-LBS DNA, MBP-C-LANA, single point; inhibition, % at 9 µM; hit rate 0.078% among 340,000;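 active = highest replicate inhibition at or above 60% at 9 µM, even if other replicates fall short; inactive = all replicates below 60% inhibition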;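 also: 0% = neutral control wells and 100% = 4 µM acridine orange control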
An asterisk follows results filed as active; nt = not tested or not shown. No enrichment for hits; 1.6% or so of the library scored in one or more.

Rtt109 HAT inh	CAL PDZ FP-1	cardiac RTF act	Cardiac RTF inh	SR-BI uptake up	Keap1 Nrf2 FP	DAGLB inhibitor	CAL PDZ FP-2	PKA-R2B activ	C-LANA FP	Compound
nt	-2.0	-8	-10	14	6	-2	1	14	1.1	CCCN1CCC(NC(=O)CCc2nnc(-c3ccccc3)o2)CC1
5	-0.3	6	-1	-4	-2	4	7	0	0.1	COc1cc(NC(=O)CSc2nccc(C)n2)c(C(=O)O)cc1OC
1	-1.9	-5	7	-27	6	14	-1	-4	-1.4	CN(C)c1ccc(Cc2cc3c(O)ccc(O)c3cc(Cc3ccc(N(C)C)cc3)c2=O)cc1
-4	-1.5	nt	nt	-44	-7	nt	nt	nt	-0.9	N/C(=N\OC(=O)c1cccc(Cn2cc(C(F)(F)F)ccc2=O)c1)c1ccc(Cl)cc1
-4	-0.6	-9	1	0	-3	0	0	3	-1.5	CCn1cc(C(=O)NCCCOC)c(=O)c2cc(S(=O)(=O)N3CCC(C)CC3)ccc21
-1	-1.0	-3	-10	28	0	1	0	1	-0.1	NC(=S)C(c1ccccc1)c1ncc(C(F)(F)F)cc1Cl (centres undefined)
nt	-2.4	-2	-2	5	-9	-2	-2	12	-0.2	Nc1ccc(Br)cc1C(=O)O
-21	-0.5	0	-5	nt	-2	0	nt	0	-1.2	CC(=O)N1CCN(c2ccc(NC(=O)c3ccco3)cc2)CC1
-5	1.1	5	-4	4	-4	3	0	5	0.5	Cc1ccc(C)c(S(=O)(=O)N2C(=S)NC(=O)C2CC(C)C)c1 (centres undefined)
18	-2.6	-7	-2	20	1	1	-3	12	-1.1	Cc1ccc2[nH]c(=O)c(CN(CC3CCCO3)S(=O)(=O)c3c(C)ccc4nsnc34)cc2c1 (centres undefined)
-6	-0.2	-4	-5	22	0	2	-3	3	2.2	CC(=O)c1ccc(CC2SC(N)=NC2=O)cc1 (centres undefined)
-3	-3.8	8	13	7	-1	1	-4	-16	2.5	CCOc1ccc(-c2ccc(SCC(=O)N3CCOCC3)nn2)cc1
4	-2.3	5	-2	-4	3	0	0	-11	2.1	CCOC(=O)c1c(C)[nH]c2c1cc(O)c1ccccc12
-6	-1.8	0	-2	2	-2	-3	-2	-3	0.0	CSCC(=O)N1CCC(n2nccc2NC(=O)CCCc2ccccc2)CC1
-5	0.8	-2	-6	-35	-1	4	-3	1	0.9	COc1ccc(OC)c(C2CC(=O)N3CN(c4cccc(Cl)c4C)CSC3=C2C#N)c1 (centres undefined)

The last 2 compounds of the part above lead into the next:
Rtt109 HAT inh	CAL PDZ FP-1	cardiac RTF act	Cardiac RTF inh	SR-BI uptake up	Keap1 Nrf2 FP	DAGLB inhibitor	CAL PDZ FP-2	PKA-R2B activ	C-LANA FP	Compound
-6	-1.8	0	-2	2	-2	-3	-2	-3	0.0	CSCC(=O)N1CCC(n2nccc2NC(=O)CCCc2ccccc2)CC1
-5	0.8	-2	-6	-35	-1	4	-3	1	0.9	COc1ccc(OC)c(C2CC(=O)N3CN(c4cccc(Cl)c4C)CSC3=C2C#N)c1 (centres undefined)
-2	-1.3	3	-15	-10	4	-2	68*	-5	-0.6	O=C(Nc1cccc2ccccc12)/C(=C/c1ccc([N+](=O)[O-])cc1)NC(=O)c1ccccc1
1	0.0	-4	-5	-4	-15	-1	-6	-14	0.2	COc1ccc(S(=O)(=O)N2CCC(C(=O)N(C)Cc3ccc(C)o3)CC2)cc1OC
-4	0.6	-4	7	3	1	0	-4	4	-1.1	CN(C)/C=C/C(=O)c1ccc(Cl)cc1Cl
-8	-0.6	-5	10	-4	-3	-3	-7	3	-1.3	Cc1ccc(C(=O)Nc2ccc(Cl)cc2C)c(Cl)c1
0	-1.2	2	-12	4	1	-2	-2	12	-1.5	Cc1cc2nc(N)sc2cc1C
9	0.6	-1	-6	nt	-2	-2	nt	1	1.3	CS(=O)(=O)c1ccccc1C(=O)Nc1ccccc1Cc1ccccc1
-4	-3.5	-4	-18	2	-1	-8	6	8	-0.3	Cc1ccc(-c2cc(C(F)F)n3ncc(C(=O)Nc4c(C)nn(Cc5c(Cl)cccc5Cl)c4C)c3n2)cc1
6	-1.4	-5	3	16	1	1	5	1	6.4	CCOc1ccc(Cl)cc1C(c1c(C)[nH][nH]c1=O)c1c(C)[nH][nH]c1=O
-4	-2.0	-2	0	-25	-5	-4	-7	-18	3.5	Cc1cc(C)cc(OCc2nc(-c3cccnc3)no2)c1
8	-0.6	-1	-13	17	-4	-1	0	-17	0.8	C=C(C)c1cccc(C(C)(C)NC(=O)Nc2nnc(C(C)C)s2)c1
4	-2.5	5	10	-5	-4	-2	1	-6	0.1	N#Cc1ccc(CN2CCN(C(=O)CC(NC(=O)c3ccccc3)c3ccccc3)CC2)cc1 (centres undefined)
-3	0.1	1	-5	12	3	0	-8	10	-2.4	O=C(O)CCCCCCC1C(=O)NC(=O)N1CCC(O)C1CCCCC1 (centres undefined)
-1	-0.9	0	-14	-33	2	1	-4	-1	-1.3	Cc1ccc(NC(=O)COC(=O)c2sccc2C)cc1S(=O)(=O)N1CCOCC1
-4	-2.6	1	-24	12	-7	-2	-4	-1	0.8	Cc1ccnc(NC(=O)CCS(=O)(=O)c2ccccc2)c1
0	-1.3	-8	-4	-74	1	-2	2	-3	0.2	C=CCNC(=O)c1sc(SC)cc1-c1ccc(Cl)cc1
34	-2.6	8	-8	53	1	-2	-2	2	-0.4	O=C(CSc1nnc(NCc2ccccc2)s1)N1CCOCC1
-6	-0.3	4	-14	14	-5	1	-4	2	-0.8	Cc1ccc(NC(=O)C(=O)Nc2ccc(C)cn2)nc1
-1	-1.0	13	0	-4	4	1	-1	-12	0.4	CCNC(=O)COC(=O)C1CCN(S(=O)(=O)c2ccc3c(c2)OCCO3)CC1
-2	1.5	1	2	39	-1	0	-5	-7	1.2	NC(N)=NC1=NC(=O)C(Cc2ccccc2)S1 (centres undefined)
-13	-0.4	9	-5	4	-5	-9	-1	-4	-1.8	Cc1cc(NC(=O)COC(=O)COc2ccc(Cl)cc2C)c([N+](=O)[O-])cc1C
-6	-0.5	-6	-1	-23	4	1	-5	11	-3.4	Cc1cc(N2CCN(c3nc(-c4ccccc4)cs3)CC2)c2ccccc2n1
-3	-0.9	5	-7	-103	-4	30	-5	1	-0.3	CC1CCN(Cc2c(C(=O)N/N=C/c3cc(Br)ccc3O)nnn2-c2nonc2N)CC1
-6	-1.3	-5	-10	-7	1	-2	0	-21	1.4	CCOC(=O)N1CCN(C(=O)Cc2cccc3ccccc23)CC1
-24	-1.5	5	-6	43	3	1	-1	-3	-0.5	CCCc1cc(=O)[nH]c2nnc(SCC(=O)NCc3ccc4c(c3)OCO4)n12
24	-7.7	-1	4	39	-6	13	7	-12	4.7	O=C(C1=C(O)C(=O)N(c2nc3ccc(Cl)cc3s2)C1c1ccco1)c1ccco1 (centres undefined)
-4	-0.7	-3	0	-10	0	-1	-1	-9	1.1	O=C(Nc1cccc([N+](=O)[O-])c1)c1ccc2c(c1)OCO2
14	-0.7	11	0	15	0	4	-2	-4	6.0	CC1(C)CC(=O)C2=C(C1)OC(N)=C([N+](=O)[O-])C2c1ccc(C#N)s1 (centres undefined)
14	nt	-1	-3	0	1	2	-7	-2	-0.4	O=C(NCCc1cccc(Cl)c1)c1cccnc1
4	-2.8	-3	5	12	-3	-1	0	-9	-0.2	CC(C)Cn1c(SC(C)C(=O)Nc2ccc(N3CCOCC3)cc2)nc2ccccc21 (centres undefined)
12	-3.4	2	-26	-1	-4	0	3	-19	-0.6	Cc1ccc(C(=O)OCC(=O)NN2C(=O)NC3(CCC(C)CC3)C2=O)cc1 (centres undefined)
8	-0.3	-13	0	3	-2	0	2	-5	0.9	COc1cc(CNc2ccc3c(c2)CCC3)cc(OC)c1O
4	-0.5	-3	-11	15	-1	1	nt	-7	-5.2	CC(C)(C)c1ccc(-c2nc3cc(N)ccc3o2)cc1
9	0.2	2	-10	20	-1	-2	-4	1	-0.1	COC(=O)Nc1c(-c2ccccc2)nc2ccc(C)cn12
29	-2.5	-5	-5	4	2	5	4	-4	0.1	COc1cc(NS(=O)(=O)c2ccc(NC(=S)NC(=O)c3ccc(F)c(F)c3)cc2)nc(OC)n1
10	-2.0	-1	1	-16	-6	2	3	-1	-0.4	Cc1ccc(-n2c(SCC(=O)NCc3cccs3)nnc2-c2ccoc2C)cc1
3	-0.1	5	11	-17	2	-7	-2	1	-1.5	O=C(CN(C(=O)CSc1nc2ccccc2o1)c1cccc(F)c1)NC1CCCCC1
3	0.0	3	-3	-13	-1	1	-1	2	1.5	Cc1onc(-c2ccccc2)c1C(=O)NCCc1ccc(S(N)(=O)=O)cc1
nt	-0.6	0	-2	1	-2	-4	5	10	-1.6	O=c1[nH]c(SCc2ccccc2F)nc2ccccc12
8	-0.5	5	-7	-24	-2	-2	-3	-10	-3.6	CON(C)S(=O)(=O)c1ccc2c(c1)NC(=O)C1CCCN21 (centres undefined)
15	-3.3	-5	-11	-10	-3	1	-11	2	4.1	Cc1cc(/C=c2\sc3nc4ccccc4n3c2=O)c(C)n1-c1ccc(C(=O)O)cc1
-10	0.7	-3	0	-28	-2	-11	nt	-14	-1.0	CCOc1ccc(NC(=O)c2nn(C)c(C(=O)Nc3ccc(OCC)cc3)c2[N+](=O)[O-])cc1
-21	-1.4	22	-22	-56	-42	-3	-5	4	-13	C=CCN1C(=O)[C@@H]2Cc3c([nH]c4ccccc34)C(c3ccc(O)cc3)N2C1=S (some centres undefined)
-1	0.5	2	-3	-3	-1	0	-4	5	-2.5	O=C(NCc1ccccc1)c1c[nH]c2cc3c(cc2c1=O)OCCO3
-12	-0.5	3	5	-14	-3	-5	-3	0	-0.4	Nc1ccc(C(=O)OCc2nc3ccccc3[nH]2)cc1

Screening data deposited in PubChem BioAssay by several laboratories.
